High-throughput results deposited in PubChem by several laboratories.
NSD2 HMT inh – NSD2 histone methyltransferase inhibitors, primary screen, biochemical, AlphaScreen, single concentration, set 2; inhibition, % at 12.5 µM; NSD2 peptide methylation, 120 min; Histone-lysine N-methyltransferase NSD2 (Homo sapiens), O96028; hit rate 0.54% among 310,000; in the data active = inhibition above about 50%
PKA-R2B activ – activators of PKA-R2B holoenzyme, primary screen, biochemical, fluorescence polarization, Cy5-IP20, human. cAMP-dependent protein kinase catalytic subunit beta (Homo sapiens) + cAMP-dependent …. PKA-R2B holoenzyme dissociation; R2B truncated from residue 108, S112A mutant; 0% DMSO only, 100% 113 µM cGMP. activation, % at 11.4 µM. hit rate 0.079% among 340,000. AID 504700, 2011;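 active = activation above a cutoff set at the mean over all compounds plus 3 SD, cut at about 18% in these data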;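 also: higher means more holoenzyme dissociation and a rise in polarization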
Target sequence (P31323 whole entry, looked up, other chains not shown, the tested form may be a part): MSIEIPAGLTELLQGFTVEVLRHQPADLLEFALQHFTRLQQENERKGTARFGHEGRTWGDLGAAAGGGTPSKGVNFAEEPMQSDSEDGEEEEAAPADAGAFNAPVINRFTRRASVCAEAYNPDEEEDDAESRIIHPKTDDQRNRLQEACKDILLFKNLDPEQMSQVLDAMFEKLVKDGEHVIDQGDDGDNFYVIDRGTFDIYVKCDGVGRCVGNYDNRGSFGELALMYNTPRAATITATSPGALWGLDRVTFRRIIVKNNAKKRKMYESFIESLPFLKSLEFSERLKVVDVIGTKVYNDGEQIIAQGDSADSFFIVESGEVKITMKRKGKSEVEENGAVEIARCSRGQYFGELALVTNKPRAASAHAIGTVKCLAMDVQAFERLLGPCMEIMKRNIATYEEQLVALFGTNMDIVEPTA
SR-BI DiI inh – inhibitors of SR-BI mediated HDL lipid uptake, primary screen, ldlA[mSR-BI] cells, fluorescence, single point. inhibition, % at 12.5 µM. AID 488896, 2010. hit rate 0.96% among 320,000. ldlA[mSR-BI] CHO cells, DiI-HDL uptake fluorescence, 3 h. Scavenger receptor class B member 1 (Mus musculus), Q61009;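 active = mean replicate inhibition of at least 70% and a set share of replicates each scoring 70 or more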;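 also: 0% = median of neutral control wells and 100% = median of positive control wells; values of inactives mirror those of a sister screen read the other way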
SUMO Mot1 rescue – yeast Mot1-301 growth rescue at high temperature, primary screen, SUMOylation pathway inhibitor project, S. cerevisiae, ATP luminescence, 38.5C | S. cerevisiae Mot1-301 growth rescue; percent above DMSO median, 100 means doubled | growth rescue, % at 18.8 µM | hit rate 1% among 320,000 | AID 2716, 2010;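 active = every valid replicate shows activation above 250% relative to neutral control wells; inactive = the rest, any valid replicate at or below 250%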;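 also: OY570 slx delta 5 strain wells were the positive control but not used for scaling; some compounds called inactive have numbers as strong as hits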
PKA-R1A activ – activators of PKA-R1A holoenzyme, primary screen, biochemical, fluorescence polarization, Cy5-IP20, bovine R1A, mouse PKAc; PKA-R1A dissociation; scaled: DMSO 0%, 113 µM cGMP 100%; hit rate 0.083% among 340,000; activation, % at 11.4 µM;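 active = percent activation above the mean of all tested compounds plus 3 SD, cut at about 19% in these data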;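 also: higher means more PKAc released from R1A so a rise in polarization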
Arrestin-AP2 inh – inhibitors of beta-arrestin/AP2 binding, primary screen, biochemical, GPCR trafficking, flow cytometry; beta-arrestin 1 C-terminal peptide binding to AP2 beta2-adaptin appendage (human); FITC-arrestin peptide / GST-AP2 beads; AP2 beta2 appendage carries R879A mutation; inhibition, % at 10 µM; hit rate 0.31% among 340,000;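 active = inhibition above a set limit, near 3 SD of compounds lacking own fluorescence, cut at about 54% in these data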;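 also: plate controls were DMSO wells for no effect and 5 µM unlabelled arrestin peptide for full effect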
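System: GST-AP2 R879A glutathione beads. Medium: PBS with 0.05% Tween 20 and 0.1% BSA. Also added: FITC-arrestin peptide, 50 nM. Incubation: 12 min plus 1 h, RT. Measured by: high-throughput flow cytometry of beads, ex 488, em 535 nm. Evaluation: percent drop in bead-associated FITC signal.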
CDK5 inh – inhibitors of human CDK5/p35 kinase, primary screen, biochemical, single concentration. inhibition, % at 10 µM. Cyclin-dependent kinase 5 (Homo sapiens) + Cyclin-dependent kinase 5 activator 1 (Homo …. hit rate 0.01% among 330,000. Recombinant CDK5/p35, ADP-Glo luminescence, 60 min;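 active = highest replicate inhibition of at least 50% and at least 75% of replicates reaching 50%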;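 also: plate controls were DMSO neutral control for no effect and GW8510 at 10 µM for full effect; many of its hits are not listed in these tables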
Pemphigus Ab inh – inhibitors of pemphigus antibody binding to DSG3, primary screen, biochemical, bead-based, flow cytometry, scFv-GFP; Desmoglein-3 (Homo sapiens), P32926; DSG3-coupled beads, scFv-anti-DSG3-GFP binding; hits give low values; binding (percent of control), % at 10 µM; hit rate 0.48% among 310,000;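 active = binding more than 3 SD below its plate's average and above zero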;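 also: hits lower antibody fragment binding to DSG3; some compounds called inactive have numbers as strong as hits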
dFosB activator – activators of delta FosB homodimer, primary screen, biochemical, fluorescence polarization, TAMRA-CDK5 oligo, single point; activation, % at 25 µM; purified delta FosB; percent of positive-control signal above neutral wells; hit rate 0.99% among 340,000; Protein FosB (Mus musculus), P13346;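 active = mean activation above about 17%, with every replicate also reaching it, limit read from the data, passing the limit was not always enough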;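 also: fluorescence polarization rise as delta FosB binds a TAMRA Cdk5 AP-1 oligo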
Target sequence (P13346 whole entry, looked up): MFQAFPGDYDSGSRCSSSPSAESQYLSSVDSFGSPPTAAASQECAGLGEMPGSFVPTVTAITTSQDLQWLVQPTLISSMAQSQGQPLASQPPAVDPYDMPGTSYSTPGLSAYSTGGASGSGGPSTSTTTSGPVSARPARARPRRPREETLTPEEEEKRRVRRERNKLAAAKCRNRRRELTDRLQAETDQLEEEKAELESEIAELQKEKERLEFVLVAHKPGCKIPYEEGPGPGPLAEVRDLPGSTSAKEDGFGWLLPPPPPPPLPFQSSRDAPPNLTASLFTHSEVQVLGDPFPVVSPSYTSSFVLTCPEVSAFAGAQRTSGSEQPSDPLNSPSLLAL
MITF TRPM1 HTS – activators of MITF-driven TRPM1 promoter reporter, primary screen, cell-based, SK-MEL-5, luciferase, single point. SK-MEL-5 TRPM1-promoter luciferase, 24 h; % of positive control, neutral wells = 0. activation, % at 12.5 µM. AID 588334, 2011. hit rate 0.75% among 300,000;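 active = mean activation of at least 80% with every replicate also reaching 80%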;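 also: 0% = neutral control wells and 100% = parthenolide positive control wells; values of inactives mirror those of a sister screen read the other way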
SR-BI DiI-HDL act – activators of SR-BI mediated DiI-HDL uptake, primary screen, ldlA[mSR-BI] CHO cells, DiI fluorescence; 3 h; 100 = double the neutral-control signal; activation, % at 12.5 µM; hit rate 0.096% among 320,000; AID 504775, 2011;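 active = mean replicate activation of at least 60% and every replicate at or above 60%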;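 also: 0% = median plate neutral-control signal and 100% = twice that signal; values of inactives mirror those of a sister screen read the other way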
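Assay system: CHO ldlA[mSR-BI] cells, LDL receptor-null, SR-BI overexpressing; medium: Ham's F12 with 0.5% BSA, HEPES 25 mM, pH 7.4; also added: DiI-HDL 10 µg/mL; timing: 3 h uptake period with compound, 37 °C; signal: DiI fluorescence, bottom read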
* = called active by the depositor; x = not tested or not shown.

SMILES	NSD2 HMT inh	PKA-R2B activ	SR-BI DiI inh	SUMO Mot1 rescue	PKA-R1A activ	Arrestin-AP2 inh	CDK5 inh	Pemphigus Ab inh	dFosB activator	MITF TRPM1 HTS	SR-BI DiI-HDL act
COc1ccc(CNC(=O)[C@@H]2CCCN2C(=O)[C@@H]2Cc3ccccc3CN2C(=O)OC(C)(C)C)cc1	-6.3	1.7	-10.1	-10.0	6.1	-7.9	2.5	105.9	-13.9	-3.3	10.1
CC1(C)Cc2c(cnn2-c2ccc(F)cc2)C(NC(=O)CCN2CCCCO2)C1 (configuration not stated)	0.3	-4.8	-6.4	-1.0	-9.2	22.8	0.8	99.3	-1.5	4.6	6.4
Cc1ccc(CNC(=O)CCC(=O)N2CC(C)Sc3ccccc32)cc1 (configuration not stated)	x	4.9	-7.1	-3.6	-14.1	-3.4	-0.5	109.2	-3.2	7.6	7.1
O=S(=O)(NCC1CC1)c1cccc(S(=O)(=O)N2CCCC2)c1	x	-11.9	0.7	-1.4	-6.9	-3.9	1.7	x	-8.0	1.6	-0.7
COc1ccc(NC2CCCN(C(=O)C3=NN(C)C(=O)CC3)C2)cc1OC (configuration not stated)	9.4	-12.9	7.6	10.6	-1.6	-7.3	1.6	97.2	9.8	-0.1	-7.6
O=[N+]([O-])c1ccccc1S(=O)(=O)N(CC(O)CN1CCCCC1)c1ccccc1 (configuration not stated)	-1.9	-3.1	x	-5.2	0.3	-7.8	-2.0	x	-3.1	1.2	x
CCc1nc2nc(C)c(NS(=O)(=O)c3ccc(F)cc3)c(=O)n2[nH]1	2.5	-5.2	x	-3.3	4.5	13.5	-3.5	96.9	-6.1	0.0	x
COc1cccc(NC(=O)c2ccc3c(c2)C(=O)N(CC2CCCO2)C3=O)c1 (configuration not stated)	-1.9	-2.1	32.0	37.8	-10.0	1.0	-6.7	73.0	-4.7	-1.8	-32.0
CCN(CC)S(=O)(=O)c1cccc(N=Nc2sc(N)nc2C)c1	25.0	-3.9	29.7	7.9	1.0	-6.1	19.0	93.1	-6.1	5.2	-29.7
CC(NC(=O)Nc1cccc([N+](=O)[O-])c1)c1ccc2c(c1)OCO2 (configuration not stated)	1.9	5.1	2.2	-13.0	-9.2	19.4	-0.4	x	-10.1	-9.0	-2.2
CC1CCN(Cc2nc(-c3ccccc3)no2)CC1	-2.0	-10.9	-27.8	-3.8	4.7	1.4	0.4	93.7	1.6	x	27.8
CSc1ccc(S(=O)(=O)NCc2ccccc2C)cc1	-5.2	-2.8	3.3	17.6	-4.9	14.2	-0.2	103.0	-11.4	2.1	-3.3
CC(=NNC(=S)N1CC2CCC(CC2)C1)c1cnccn1	1.1	-13.1	12.4	x	-0.1	4.7	1.0	89.3	-1.1	-67.2	-12.4
COc1cc(/C=C/c2cc(C(=O)O)c3ccccc3n2)cc(OC)c1O	0.3	-1.3	-17.3	-5.7	-16.4	6.0	1.2	104.4	3.7	9.5	17.3
O=C(Nc1cccc(C(F)(F)F)c1)OCc1ccncc1	-1.7	5.3	12.4	126.6	6.6	-9.9	1.0	x	-7.4	11.3	-12.4
CCOC(=O)c1ccccc1NC(=O)Cn1cnc2c(cnn2C(C)(C)C)c1=O	x	-5.4	-15.1	-1.9	-13.3	-0.6	-0.5	100.8	1.2	0.2	15.1
CC(Oc1ccccc1)C(=O)Nc1cccc(NC(=O)c2ccco2)c1 (configuration not stated)	7.4	-1.1	8.4	-22.5	1.1	1.7	0.5	79.2	-6.2	-10.6	-8.4
CCc1ccccc1NC(=S)NC1CC2CCC(C1)N2Cc1ccc(F)cc1 (configuration not stated)	-1.3	0.8	-3.2	29.0	4.8	0.1	0.7	108.2	-5.3	-5.5	3.2
O=C(C1CCC(=O)N(C2CC2)C1)N1CCN(c2ccccc2Cl)CC1 (configuration not stated)	-3.8	1.3	-16.8	-5.1	-6.1	-10.1	-0.8	97.3	2.4	4.7	16.8
COc1cccc(CNC(=O)C2CCN(S(=O)(=O)c3cccc4cccnc34)CC2)c1	x	6.6	10.9	9.4	11.8	18.0	1.1	107.0	-21.9	-4.0	-10.9
Cc1cc2oc(=O)cc(CN3CCN(S(=O)(=O)/C=C/c4ccccc4)CC3)c2cc1C	34.7	-1.9	24.7	358.9	-10.2	-12.2	-2.1	76.8	-8.3	-3.2	-24.7
CS(=O)(=O)c1ccc2nc(NC(=O)c3cc4ccccc4o3)sc2c1	0.1	-2.2	16.3	-15.8	-6.5	1.5	0.4	107.2	2.7	31.2	-16.3
Cc1cc(NC(=O)CSc2nc3c(c(=O)n(C)c(=O)n3C)n2C(C)C)no1	-2.9	-5.0	-6.2	102.2	1.5	-6.5	-0.1	103.2	-0.7	-13.6	6.2
COc1ccc(NC(=O)CSc2nc(N)c(-c3ccccc3)c(=O)[nH]2)cc1	-0.8	2.5	-27.1	484.9	3.4	6.0	-2.3	99.9	-6.2	6.2	27.1
CC(N)C12CC3CC(C1)CC(C(C)N)(C3)C2 (configuration not stated)	4.0	-11.6	11.6	5.6	-6.5	1.1	-1.7	112.2	3.8	-2.8	-11.6

Of the compounds above, two have a nitro group on carbon:
SMILES	NSD2 HMT inh	PKA-R2B activ	SR-BI DiI inh	SUMO Mot1 rescue	PKA-R1A activ	Arrestin-AP2 inh	CDK5 inh	Pemphigus Ab inh	dFosB activator	MITF TRPM1 HTS	SR-BI DiI-HDL act
O=[N+]([O-])c1ccccc1S(=O)(=O)N(CC(O)CN1CCCCC1)c1ccccc1 (configuration not stated)	-1.9	-3.1	x	-5.2	0.3	-7.8	-2.0	x	-3.1	1.2	x
CC(NC(=O)Nc1cccc([N+](=O)[O-])c1)c1ccc2c(c1)OCO2 (configuration not stated)	1.9	5.1	2.2	-13.0	-9.2	19.4	-0.4	x	-10.1	-9.0	-2.2

Next section
SMILES	NSD2 HMT inh	PKA-R2B activ	SR-BI DiI inh	SUMO Mot1 rescue	PKA-R1A activ	Arrestin-AP2 inh	CDK5 inh	Pemphigus Ab inh	dFosB activator	MITF TRPM1 HTS	SR-BI DiI-HDL act
COc1ccc(-c2nc3ccc(Cl)cn3c2NC2CCCCC2)cc1SC1CCCCC1	x	-7.2	7.5	x	-5.8	-0.1	-0.5	112.6	-10.1	9.3	-7.5
CC1CCCCN1C(=O)COc1ccccc1F (configuration not stated)	-2.9	-5.5	-6.8	262.9	-1.2	10.8	-0.3	96.8	-10.0	8.7	6.8
Cc1c(Cl)cccc1-n1c(SCC(=O)N2CCC(C(=O)O)CC2)nc2ccccc2c1=O	6.0	6.8	x	290.8	9.3	-14.6	-3.1	93.2	7.8	x	x
CCOC(=O)N1CCC(NC(=O)c2ccc3c(c2)N=C(C)c2ccccc2S3)CC1	26.6	0.5	51.0	-12.1	-7.8	-5.1	0.2	98.9	-8.2	-20.0	-51.0
C=CCSc1nc2c(c(=O)[nH]1)C(c1ccccc1)C(C#N)=C(N)O2 (configuration not stated)	-6.5	-0.2	x	-2.4	9.0	0.8	-1.8	94.1	3.5	13.0	x
CCOC(=O)CC1C(=O)NCCN1C(=O)COc1ccc(C(C)(C)C)cc1 (configuration not stated)	-2.3	-4.8	-1.1	0.2	6.2	-7.8	2.8	x	-5.8	9.0	1.1
CC1=NN(c2ccccc2)C(=O)/C1=C\C=C1\N(C)c2ccccc2C1(C)C	x	-2.9	12.3	-11.5	-1.0	23.7	5.8	105.4	-3.6	-5.0	-12.3
Cc1cccc(N(CC(=O)NCc2ccccc2)C(=O)CCC(=O)Nc2nccs2)c1	-1.4	1.2	x	-15.6	-15.0	1.9	2.1	105.0	-4.2	x	x
CCOc1ccc2[nH]c(C)c(CN(C)C)c(=O)c2c1	-0.6	7.2	-21.6	41.0	-0.7	1.5	2.0	105.3	0.8	-11.9	21.6
COc1ccccc1NS(=O)(=O)c1cc(C(=O)NC2CC(C)(C)NC(C)(C)C2)ccc1Cl	3.5	1.5	-36.2	x	-14.6	-17.5	-3.2	105.6	-12.8	14.2	36.2
Cc1cc(NS(=O)(=O)c2c(C)c(C)cc(C)c2C)no1	-2.7	-12.9	-3.8	5.8	-1.0	-16.9	-0.7	100.5	-4.4	-0.1	3.8
CN1C(=O)C2(c3ccccc31)C1CCCC=C1C(C#N)=C(N)C2(C#N)C#N (configuration not stated)	1.7	5.7	7.3	-3.4	-1.3	17.1	3.8	96.5	-9.9	x	-7.3
Cc1cc(C)c(NC(=O)CNC(=O)CN(C)Cc2ccc(Br)s2)c(C)c1	-1.5	2.2	6.7	-14.8	2.4	7.0	-1.3	x	-6.2	-3.5	-6.7
CN(C)/C=C(\C(=O)c1ccc(F)cc1F)c1nnnn1-c1ccccc1	-0.7	-10.6	-12.8	1.0	-6.2	1.3	-1.5	97.6	-2.1	3.9	12.8
NC(=O)C1(N2CCCCC2)CCN(C(=O)CSc2nc3ccccc3[nH]2)CC1	2.2	-0.7	-19.6	0.3	7.1	17.0	5.4	104.5	-9.0	-0.6	19.5
Cc1ccc(N2C(=O)C3ON(c4ccccc4)C(c4ccncc4)C3C2=O)c(C)c1 (configuration not stated)	-1.4	-0.3	x	103.8	-10.1	36.8	-0.2	x	-3.9	x	x
O=C(NC(O)C(=O)c1ccccc1)c1ccc(F)cc1 (configuration not stated)	0.1	9.9	x	-13.2	-0.6	-7.1	1.0	113.6	-9.2	x	x
O=C(CC1C(=O)NCCN1C(=O)c1ccc([N+](=O)[O-])cc1)Nc1cccc(Cl)c1 (configuration not stated)	0.8	8.0	-6.3	-16.4	6.9	7.2	0.2	x	-10.1	-0.8	6.3
CCC(=O)NC(=S)Nc1cccc(NC(=O)CC)c1	-0.9	-4.8	8.5	5.8	-14.7	9.8	2.2	109.6	-1.4	7.9	-8.5

Rows are unselected (roughly 4.7% active in at least one column).
